# Source: PubChem
# PL synth Enamine = animal cell phospholipid biosynthesis inhibition, Enamine screen; hit rate 0.4% among 20,000; ZR-82 CHO cells, pyrene fatty acid UV survival, CellTiter Blue; peroxisome-deficient CHO-K1 mutant line; plus DGAT-1, DGAT-2 and ACAT inhibitors; AID 1347385; calls only at 10 µM;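 active = cell survival signal 2 SD away from solvent-only control wells, confirmed on one or two retests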;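 also: 3 h compound exposure then viability read about one day after UV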
# Calls only; i = inactive. Not all compounds are listed, so the mix of outcomes need not match the whole.
SMILES,PL synth Enamine
COC(=O)/C=C(\C)N,i
